MITF act: activators of MITF-driven TRPM1 promoter activity in SK-MEL-5 cells; AID 588334; 0.75% of 300,000 active; activation, % at 12.5 µM; SK-MEL-5 TRPM1-promoter luciferase, 24 h; % of positive control, neutral wells = 0;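 active = mean activation of at least 80% with every replicate also reaching 80%; inconclusive = mean reaches 80% but some replicate falls short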;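 also: 0% = neutral control wells and 100% = parthenolide positive control wells; values of inactives mirror those of a sister screen read the other way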
CDK5 p35 inh: inhibitors of human CDK5/p35 kinase | Recombinant CDK5/p35, ADP-Glo luminescence, 60 min | 0.01% of 330,000 active | inhibition, % at 10 µM | Q00535+Q15078;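 active = highest replicate inhibition of at least 50% and at least 75% of replicates reaching 50%; inconclusive = only one of the two criteria met; inactive = both criteria failed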;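 also: plate controls were DMSO neutral control for no effect and GW8510 at 10 µM for full effect; many of its hits are not listed in these tables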
dFosB act: activators of mouse delta FosB homodimer; purified delta FosB, TAMRA-CDK5 oligo fluorescence polarization; percent of positive-control signal above neutral wells; activation, % at 25 µM; AID 493131; 0.99% of 340,000 active; P13346;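 active = mean activation above about 17%, with every replicate also reaching it, limit read from the data, passing the limit was not always enough; inconclusive = only one of the two conditions met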;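 also: fluorescence polarization rise as delta FosB binds a TAMRA Cdk5 AP-1 oligo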
Target sequence (P13346 whole entry, looked up): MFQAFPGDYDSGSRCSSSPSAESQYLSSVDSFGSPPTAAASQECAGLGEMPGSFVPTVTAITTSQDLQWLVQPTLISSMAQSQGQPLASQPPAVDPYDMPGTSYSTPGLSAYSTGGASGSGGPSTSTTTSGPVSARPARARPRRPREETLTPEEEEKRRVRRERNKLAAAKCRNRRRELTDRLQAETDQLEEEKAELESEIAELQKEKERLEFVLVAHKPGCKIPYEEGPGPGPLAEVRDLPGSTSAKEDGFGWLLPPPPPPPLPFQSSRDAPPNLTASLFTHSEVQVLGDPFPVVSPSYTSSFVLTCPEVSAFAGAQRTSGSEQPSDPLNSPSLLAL
Rtt109 HAT inh: blocks Candida albicans Rtt109/Vps75 acetyltransferase activity; 0.16% of 330,000 active; AID 540336; Q5AAJ8; inhibition, % at 34.9 µM; purified Rtt109/Vps75, ThioGlo CoA-SH fluorescence, 4 h;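 active = inhibition of at least 50% in every replicate; inconclusive = best replicate reaches 50% inhibition but some replicates fall short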
Target sequence (Q5AAJ8 whole entry, looked up): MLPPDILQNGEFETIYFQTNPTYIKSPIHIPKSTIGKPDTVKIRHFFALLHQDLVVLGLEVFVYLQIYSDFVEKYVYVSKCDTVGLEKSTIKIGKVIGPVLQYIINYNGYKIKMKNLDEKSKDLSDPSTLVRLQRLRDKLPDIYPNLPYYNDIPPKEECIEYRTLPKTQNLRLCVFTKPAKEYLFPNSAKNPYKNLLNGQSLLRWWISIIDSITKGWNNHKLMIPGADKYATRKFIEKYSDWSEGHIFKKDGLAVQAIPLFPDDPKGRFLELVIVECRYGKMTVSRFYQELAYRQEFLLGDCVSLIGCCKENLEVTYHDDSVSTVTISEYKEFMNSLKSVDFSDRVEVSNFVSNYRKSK
CAL PDZ FP-1: inhibitors of human CAL PDZ peptide binding; Q9HD26; purified CAL PDZ, TMR-peptide fluorescence polarization, 1 h; inhibition, % at 24.9 µM; 0.92% of 300,000 active; AID 602252;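 active = mean inhibition of at least 30% with at least half of replicates also reaching 30%; inconclusive = no clear call, values can overlap the other calls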;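 also: 0% = DMSO neutral control and 100% = excess unlabeled competitor peptide PRC23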
Tat export inh: inhibitors of E. coli Tat protein transport | AID 488895 | 0.036% of 340,000 active | inhibition, % at 10 µM | E. coli MC4100 TorA-mCherry Tat export, fluorescence;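 active = mean replicate inhibition at least 50% and at least half of replicates individually reaching 50%; inconclusive = only one of the two criteria met; inactive = neither criterion met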;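 also: exported cargo escapes ClpAP degradation while cytoplasmic cargo is degraded and loses fluorescence; 0% = median of neutral control wells and 100% = median of NaSCN control wells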
RTF Ca sens act: increases calcium sensitivity of human cardiac regulated thin filaments; IANBD-labeled TnC RTF fluorescence at EC20 calcium; 0% EC20 calcium, 100% full calcium; activation, % at 7.2 µM; P19429+P45379; AID 493008; 0.24% of 340,000 active;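 active = activation above the mean over all tested compounds plus 3 SD, cut at about 30% in these data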;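 also: rise in fluorescence read as greater calcium sensitivity of cardiac thin filaments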
Wnt act: activates Wnt/beta-catenin signaling in a reporter cell assay | activator, plate reader | activation, % at 9.35 µM | 1.2% of 300,000 active | AID 743398; in the data active = activation above about 30%, passing the limit was not always enough; inconclusive = no clear call, values can overlap the other calls;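 also: 0% = neutral control wells and 100% = positive control wells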
V-ATPase pH: alters yeast V-ATPase proton transport. 0.37% of 350,000 active. response, % at 10 µM. S. cerevisiae, pHLuorin cytosolic pH fluorescence; in the data active = response mostly above about 7.3%, no sharp cut-off; inactive = mostly below about 5.4%; also: actives read high; inactives centre near 0; some compounds called inactive have numbers as strong as hits
CAL PDZ FP-2: human CAL PDZ-peptide interaction inhibition; Q9HD26; purified CAL PDZ, TMR-peptide fluorescence polarization, 1 h; inhibition, % at 20 µM; 0.02% of 330,000 active; AID 504414;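 active = highest replicate inhibition of at least 40%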;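 also: plate controls were DMSO neutral control wells for no effect and unlabeled competitor peptide control wells for full effect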
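material = purified tagged CAL PDZ domain construct (CerCALP) | buffer or medium = sodium phosphate/NaCl buffer pH 7.4 with TCEP, IgG, Thesit | reagent = TMR-labelled reporter peptide T*-PRC34 bound in PDZ groove | incubation = 1 h room-temperature incubation prior to read | measured by = fluorescence polarization (mP) | evaluation = percent inhibition from loss of millipolarization | control set = unlabelled peptide and DMSO controls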
Starred values were filed as active, the others as inactive; ? = inconclusive; / = no result given; & = joins results of further samples.

| cpd | SMILES | Tat export inh | CDK5 p35 inh | dFosB act | CAL PDZ FP-1 | V-ATPase pH | MITF act | Rtt109 HAT inh | Wnt act | CAL PDZ FP-2 | RTF Ca sens act |
| --- | --- | --- | --- | --- | --- | --- | --- | --- | --- | --- | --- |
| 1 | Cc1ccc(-c2nc(CN3CCCCC3c3cccc(F)c3)c(C)o2)o1 (stereo unspecified) | -6 | -1.9 | -10 | -7 | 1 | 1 | -5 | 0 | -1.3 | 5 |
| 2 | Cc1cc(C(=O)Nc2ccc(N3CCCCC3)cc2)no1 | -6 | 2.0 | 3 | -2 | -1 | 2 | 3 | ? | -0.1 | 6 |
| 3 | CCOCCCn1c(=NC(C)=O)c(C(=O)OCC)cc2c(=O)n3ccccc3nc21 | 5&-8 | -1.2&1.6 | 2&-19 | -4&-2 | -1&-1 | -7&10 | -1&4 | -1&-2 | -0.7&-0.9 | -3&-3 |
| 4 | COC(=O)Cn1ncc2c3ccccc3n(C)c2c1=O | 5 | -0.4 | 2 | -2 | 1 | 11 | 4 | 2 | 1.1 | 0 |
| 5 | Cc1ccc(C)n1-c1ccc(-c2nnc3n2CCCCC3)s1 | 9 | 0.5 | -3 | -6 | 1 | -7 | -2 | / | / | 10 |
| 6 | CC(=O)NC1=CC(=C[N+](=O)[O-])C=C1O | 0 | -2.2 | -1 | -3 | 3 | 7 | 2 | 0 | -1.1 | -8 |
| 7 | CCOC(=O)C1CCCN(S(=O)(=O)c2cn(C)c(=O)n(C)c2=O)C1 (stereo unspecified) | 4 | 1.9 | 0 | / | 1 | 9 | -8 | 2 | -0.3 | 8 |
| 8 | Cc1cc(C)cc(NC(=O)N2CCC(NC(=O)c3ccccc3C)CC2)c1 | 4 | 0.2 | -1 | / | 2 | / | -18 | / | -0.4 | 7 |
| 9 | CC(C)C(=O)N1CC(=O)Nc2ccc(F)cc2C1c1ccc(F)cc1 (stereo unspecified) | 3 | -0.3 | 1 | -3 | 4 | 5 | -11 | -1 | -0.3 | -4 |
| 10 | O=C(c1ccc(Br)cc1)C(CN1CCOCC1)c1ccccc1 (stereo unspecified) | -2 | 1.4 | -14 | -2 | 2 | -38 | 0 | 6 | -1.1 | 7 |
| 11 | CCCCCCCC(=O)OCC(=O)[C@@]1(O)CC[C@H]2[C@@H]3CCC4=CC(=O)CC[C@]4(C)[C@H]3[C@@H](O)C[C@@]21C | 10 | 2.1 | -13 | -1 | -2 | 11 | 22 | -2&-1 | -0.2 | -4 |
| 12 | COc1ccc(-c2noc(CCC(=O)N3CCN(c4cccc(Cl)c4)CC3)n2)cc1 | -11 | 0.2 | 1 | 10 | 0 | 7 | -10 | -1 | 0.3 | -2 |
| 13 | Cc1ccc2nc(NC(=O)C3CCN(S(=O)(=O)c4cnc[nH]4)CC3)sc2c1 | -4 | 1.8 | -10 | -2 | -1 | -14 | 13 | 3 | -1.0 | 0 |
| 14 | C/C(=N/NC(=O)c1ccco1)c1cccc(NC(=O)c2ccc(C)o2)c1 | 1 | 1.0 | -9 | -2 | -2 | 14 | -6 | -1 | / | 5 |
| 15 | COc1cccc(C2C(C#N)=C(N)Oc3cc(C)[nH]c(=O)c32)c1OC (stereo unspecified) | 2 | -1.9 | -2 | -8 | 3 | -4 | 0 | -1 | -6.2 | 10 |
| 16 | CN1CCN(Cc2cn(C)nc2-c2ccccc2F)CC1c1ccccc1 (stereo unspecified) | -11 | -1.4 | -9 | -4 | 2 | 1 | 0 | -1 | 0.4 | 11 |
| 17 | CCOC(=O)c1cccc(N2CC3CNC(=O)C2(C(=O)OC)N3C)c1 (stereo unspecified) | 2 | -1.2 | 0 | -8 | 3 | 0 | 1 | 0 | -0.1 | 1 |
| 18 | C=CCC1C=C(C)CC(CC=C)N1 (stereo unspecified) | 2 | 1.2 | 2 | 0 | 0 | 10 | 1 | 0 | -0.2 | 6 |
| 19 | C=CCN1C=CC=C/C1=C1\SC(=S)N(C)C1=O | -4 | -2.3 | 8 | 35* | 1 | 5 | -4 | -1 | -1.1 | / |
| 20 | Cc1ccnc(N2CCCC(C(=O)Nc3cc(F)ccc3C)C2)n1 (stereo unspecified) | 3 | -0.1 | 1 | / | -5 | 0 | 2 | / | -2.7 | 0 |
| 21 | O=C(NCc1ccc(-c2nc3ccccc3s2)cc1)c1ccc(Br)o1 | -2 | 0.5 | -3 | -2 | -1 | 53 | 0 | -8 | -3.0 | 4 |
| 22 | O=C(CSc1n[nH]c(-c2cccnc2)n1)Nc1ccc(Cl)cc1 | 2 | 2.1 | -4 | -5 | 7 | -6 | -9 | 0 | -5.2 | 1 |
| 23 | COc1ccc(CN2CC(C(=O)NCCCN3CCCCC3)CC2=O)cc1 (stereo unspecified) | -2 | -1.1 | -4 | -2 | 2 | 2 | 0 | 0 | -1.4 | 3 |
| 24 | CC1CCCN(S(=O)(=O)c2ccc3[nH]c4c(c3c2)CCCC4)C1 (stereo unspecified) | 10 | 0.6 | -4 | -6 | -6 | -14 | 8 | 0 | -2.5 | -1 |
| 25 | CCCC(C)NC1=NCCCCC1 (stereo unspecified) | 14 | 0.7 | 2 | -3 | 2 | -2 | -3 | 0 | -0.3 | 0 |
| 26 | COc1ccc(CNC(=O)C2CCCN(S(=O)(=O)c3cccc4nsnc34)C2)cc1 (stereo unspecified) | -9 | 0.6 | -1 | -4 | -2 | -1 | -1 | 2 | -2.7 | -12 |
| 27 | O=C(c1ccco1)N1CCN(c2ccc([N+](=O)[O-])c(N3CCOCC3)c2)CC1 | -1 | -0.4 | 0 | 3 | 1 | -5 | 6 | -3 | -0.8 | -2 |
| 28 | Cc1onc(-c2ccccc2)c1CNC(=O)Nc1cccc(Cl)c1 | -5 | -3.9 | -2 | -3 | 5 | -16 | 2 | -3 | 0.0 | 9 |
| 29 | CC1=C(C(=O)N(C)C)C(c2ccccc2OC(F)F)NC(=O)N1 (stereo unspecified) | -5 | -0.1 | 0 | 3 | 3 | 2 | 10 | -1 | 0.9 | 3 |
| 30 | CCc1cc(C(=O)OCC(=O)N2CCC(c3ccccc3)=N2)sc1C | -3 | -1.5 | -10 | / | 3 | -4 | -1 | 9 | -0.6 | 4 |
| 31 | COc1ccc(COC(=O)N/C=C/c2ccco2)cc1 | 2 | -2.3 | -10 | -5 | 2 | 21 | 3 | -1 | 0.9 | 0 |
| 32 | O=[N+]([O-])c1ccc(NCCCNS(=O)(=O)c2ccccc2)cc1 | -1 | -5.2 | 5 | 27 | 4 | -7 | 27 | -1 | -0.3 | 11 |
| 33 | O=C(CCNC(=O)c1ccc(Cl)cc1)Nc1cccc(S(=O)(=O)N2CCCCCC2)c1 | 9 | -0.1 | -16 | -3 | 5 | -20 | 3 | -2 | -4.4 | -9 |
| 34 | Cc1ccc(S(=O)(=O)NC2(C(F)(F)F)C(=O)Nc3c2c(=O)[nH]c(=O)n3-c2ccccc2)cc1 (stereo unspecified) | -4 | -1.0 | -2 | 10 | 5 | 12 | -10 | 10 | -0.7 | -2 |
| 35 | CCOc1ccc(S(=O)(=O)N(C)c2ccc(OCC(=O)Nc3ccc4[nH]c(=O)[nH]c4c3)cc2)cc1 | 0 | -0.2 | 3 | -5 | -6 | -6 | -6 | / | -0.4 | 6 |
| 36 | COc1ccccc1CNC(=O)CN(C)CC(=O)Nc1ccc(F)c(F)c1F | 3 | -0.8 | -3 | 0 | -2 | -2 | -2 | -4 | -0.3 | -7 |
| 37 | O=C(c1ccc(F)cc1)N(NC(=O)C(O)(c1ccccc1)c1ccccc1)c1ccccc1 | -4 | -2.3 | -7 | -2 | -3 | -10 | -21 | -6 | -2.8 | -2 |
| 38 | COc1ccc(Nc2nc3cc(C)ccc3cc2C#N)c(OC)c1 | -9 | 0.0 | -11 | -4 | -13 | -4 | -3 | -16 | -2.0 | -4 |
| 39 | CC(C)[C@H](NC(=O)OCc1ccccc1)C(=O)OCc1cc(=O)oc2cc(O)ccc12 | 1 | -1.5 | -18 | -4 | 1 | 0 | 2 | -1 | -1.4 | 5 |
| 40 | CC(C)N1CCN(Cc2cc3ccccc3[nH]2)CC1CCO (stereo unspecified) | -1 | -0.2 | -3 | -6 | -3 | 7 | 4 | -1 | / | 0 |
| 41 | c1ccc2sc(Nc3nc4cc5c(cc4s3)OCO5)nc2c1 | -3 | 1.1 | -2 | -5 | 0 | 66 | -3 | / | 1.5 | 6 |
| 42 | COC(=O)C1CCN(c2cc(=O)n(-c3ccc(OC)cc3)c(=O)[nH]2)CC1 | 1 | 0.3 | 2 | -1 | 4 | -1 | 4 | 1 | -0.4 | -2 |
| 43 | COc1ccccc1/C=N/NC(=O)c1[nH]c(C)c(C(=O)N/N=C/c2ccccc2OC)c1C | 1 | / | -7 | -1 | 4 | -13 | 8 | -2 | -1.6 | -6 |
| 44 | O=C(CCNC(=O)c1ccccc1Cl)Nc1ccc(Cl)c(C(F)(F)F)c1 | 5 | -0.8 | -5 | 0 | 2 | -4 | -1 | 0 | -3.7 | 4 |
| 45 | CC(C)CC(=O)Nc1nnn(C)n1 | -5 | -1.4 | 3 | / | -1 | -8 | 4 | 1 | 0.6 | 5 |
| 46 | COc1cc2ccccc2cc1C(=O)N/N=C/c1ccc2c(c1)OCO2 | 10 | 1.5 | 11 | -6 | 2 | -8 | -8 | -1 | -6.9 | 2 |
| 47 | NC(=O)c1nsc(C(=O)N(CC(=O)NC2CCCCC2)Cc2ccc(F)cc2)c1N | 1 | -0.2 | -1 | -2 | -2 | 8 | -9 | -4 | -2.0 | -4 |

In another format: entries from further up
28: Cc1onc(-c2ccccc2)c1CNC(=O)Nc1cccc(Cl)c1
  Tat export inh = -5	CDK5 p35 inh = -3.9	dFosB act = -2	CAL PDZ FP-1 = -3	V-ATPase pH = 5	MITF act = -16	Rtt109 HAT inh = 2	Wnt act = -3	CAL PDZ FP-2 = 0.0	RTF Ca sens act = 9

29: CC1=C(C(=O)N(C)C)C(c2ccccc2OC(F)F)NC(=O)N1 (stereo unspecified)
  Tat export inh = -5	CDK5 p35 inh = -0.1	dFosB act = 0	CAL PDZ FP-1 = 3	V-ATPase pH = 3	MITF act = 2	Rtt109 HAT inh = 10	Wnt act = -1	CAL PDZ FP-2 = 0.9	RTF Ca sens act = 3

30: CCc1cc(C(=O)OCC(=O)N2CCC(c3ccccc3)=N2)sc1C
  Tat export inh = -3	CDK5 p35 inh = -1.5	dFosB act = -10	CAL PDZ FP-1 = /	V-ATPase pH = 3	MITF act = -4	Rtt109 HAT inh = -1	Wnt act = 9	CAL PDZ FP-2 = -0.6	RTF Ca sens act = 4

31: COc1ccc(COC(=O)N/C=C/c2ccco2)cc1
  Tat export inh = 2	CDK5 p35 inh = -2.3	dFosB act = -10	CAL PDZ FP-1 = -5	V-ATPase pH = 2	MITF act = 21	Rtt109 HAT inh = 3	Wnt act = -1	CAL PDZ FP-2 = 0.9	RTF Ca sens act = 0

Screens: PubChem, several laboratories
